Bioassay records (PubChem)
PostGolgi yeast: phenotypic screen on post-Golgi transport, primary screen; post-Golgi transport phenotypic cell assay; inhibition, % at 10 µM; 0.9% of 98,000 active; AID 739, 2007;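 also: yeast cells grown in 1536-well plates; yeast grown about 18 h at 30C before absorbance read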
PostGolgi ctrl: growth inhibition of yeast control strain, primary screen, counter-screen for post-Golgi transport modulator project; efflux-deficient yeast background strain, growth absorbance A615, 16 h; inhibition, % at 10 µM; 5% of 98,000 active; AID 738, 2007
hDAT+cocaine: changed hDAT dopamine uptake under cocaine IC80, either direction, primary screen, cocaine antagonist project, cell-based, LLC-PK1 hDAT, [14C]-dopamine uptake, MLSMR; Sodium-dependent dopamine transporter (Homo sapiens), Q01959; LLC-PK1 hDAT cells, [14C]-dopamine uptake with cocaine IC80; actives deviate in either direction; B-score at 10 µM; 1.3% of 110,000 active; AID 449768, 2010;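 active = Z score or B-score, a plate-position-corrected score, falls beyond the plate's 99.7% confidence bounds, in either direction; inactive = both scores lie inside the 99.7% bounds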;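 also: scored against the spread of the other compound wells on the same plate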
CYP2C19 inhib: blockers of cytochrome P450 2C19 activity – biochemical, luminescence, ADME assay, primary screen; P33261; CYP2C19 Supersomes, luciferin-H EGE luminescence, 30 min; 21% of 96,000 active; inhibition, % at 5 µM;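 active = CYP2C19 inhibition above a set limit at 5 µM in the primary screen, cut at about 50% in these data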;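 also: plate controls were negative control wells for no effect and 2.5 mM tranylcypromine positive control for full effect; values of inactives mirror those of a sister screen read the other way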
sEH inhibitor: soluble epoxide hydrolase inhibitors, primary screen, biochemical, human sEH | Bifunctional epoxide hydrolase 2 (Homo sapiens), P34913 | recombinant human sEH enzymatic activity assay | inhibition, % at 2 µM | 0.34% of 91,000 active; in the data active = inhibition above about 80%; also: values of inactives mirror those of a sister screen read the other way; many of its hits are not listed in these tables
Target sequence (P34913 whole entry, looked up): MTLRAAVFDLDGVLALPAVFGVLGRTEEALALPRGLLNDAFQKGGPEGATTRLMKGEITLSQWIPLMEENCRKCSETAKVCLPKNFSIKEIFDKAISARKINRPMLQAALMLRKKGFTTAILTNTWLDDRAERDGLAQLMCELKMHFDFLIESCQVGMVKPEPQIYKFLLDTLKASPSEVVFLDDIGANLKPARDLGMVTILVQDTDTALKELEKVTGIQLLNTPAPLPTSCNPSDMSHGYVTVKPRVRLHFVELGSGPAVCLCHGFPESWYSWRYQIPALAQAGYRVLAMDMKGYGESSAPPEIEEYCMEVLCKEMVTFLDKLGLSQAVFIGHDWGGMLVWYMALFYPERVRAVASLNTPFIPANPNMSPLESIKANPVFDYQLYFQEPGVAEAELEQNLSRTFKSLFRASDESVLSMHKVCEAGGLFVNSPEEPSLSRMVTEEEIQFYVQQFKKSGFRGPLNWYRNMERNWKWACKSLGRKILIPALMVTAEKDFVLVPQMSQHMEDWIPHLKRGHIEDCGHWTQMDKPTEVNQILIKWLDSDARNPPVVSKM
CYP2C19 act: human CYP2C19 activators, primary screen, biochemical, luminescence; Cytochrome P450 2C19 (Homo sapiens), P33261; recombinant CYP2C19, luciferin-H EGE luminescence; active compounds read high; 0 = fully inhibited enzyme, 1 = untreated enzyme; activation factor at 5 µM; 96,000 tested, under 10 active; AID 1025, 2008;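 active = activation factor of at least 2 at 5 µM in the primary screen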;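 also: 0 = wells with 2.5 mM tranylcypromine and 1 = vehicle-only wells; values of inactives mirror those of a sister screen read the other way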
S1P2 ag: S1P2 receptor agonists, primary screen, cell-based; Sphingosine 1-phosphate receptor 2 (Homo sapiens), O95136; S1P2-expressing cell line, agonist reporter read-out; activation, % at 4.5 µM; 0.46% of 97,000 active; in the data active = activation above about 16%;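 also: 0% = vehicle low control and 100% = maximal reference agonist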
Target sequence (O95136 whole entry, looked up): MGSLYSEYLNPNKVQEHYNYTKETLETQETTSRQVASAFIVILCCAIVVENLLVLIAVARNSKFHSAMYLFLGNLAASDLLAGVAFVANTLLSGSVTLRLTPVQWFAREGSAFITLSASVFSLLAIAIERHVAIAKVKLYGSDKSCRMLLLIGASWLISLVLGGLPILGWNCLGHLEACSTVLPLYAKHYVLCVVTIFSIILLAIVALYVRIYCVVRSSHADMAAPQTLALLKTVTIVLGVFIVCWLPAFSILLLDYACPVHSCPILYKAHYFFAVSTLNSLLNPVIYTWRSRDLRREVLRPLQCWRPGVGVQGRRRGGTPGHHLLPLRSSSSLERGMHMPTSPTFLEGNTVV
S1P2 blocker: human S1P2 receptor antagonists, primary screen, cell-based | Sphingosine 1-phosphate receptor 2 (Homo sapiens), O95136 | AID 736, 2007 | 0.21% of 97,000 active | inhibition, % at 5 µM | cell-based S1P2 antagonist assay, inhibition at 5 uM; in the data active = inhibition above about 45%;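 also: CRE beta-lactamase reporter cells expressing human S1P2 stimulated with S1P; 0% = agonist at EC80 alone and 100% = agonist plus reference antagonist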
sEH act: soluble epoxide hydrolase activators, primary screen, biochemical, human sEH. Bifunctional epoxide hydrolase 2 (Homo sapiens), P34913. purified human sEH enzymatic activity, activator screen. activation, % at 2 µM. 0.04% of 91,000 active. AID 717, 2007; in the data active = activation above about 37%; also: values of inactives mirror those of a sister screen read the other way
* hit, by the source's call; x = not tested or not shown. Rule as the data show it, unless noted: active = inhibition above about 30%; inactive = the rest.

1) COCCn1c(N)c(C(=O)NCC2CCCO2)c2nc3ccccc3nc21 (centres undefined)
2) CCC1Oc2ccccc2N(CC(=O)Nc2ccccc2OC)C1=O (centres undefined)
3) O=c1c2ccccc2c(C=NCCCN2CCOCC2)c(O)n1Cc1ccccc1
4) CCn1nc(C)c(/C=C2\CCCC3=C2OC(N)=C(C#N)C3c2c(C)nn(CC)c2C)c1C (centres undefined)
5) S=C1SCN(Cc2ccccn2)CN1Cc1ccco1
assay / compound,1,2,3,4,5
PostGolgi yeast,3,-4,-9,-1,-1
PostGolgi ctrl,8,-8,22,0,8
hDAT+cocaine,0.95,0.076,1.3,1.3,0.69
CYP2C19 inhib,20,78*,65*,15,20
sEH inhibitor,x,-2,7,10,-3
CYP2C19 act,0.8,0.2,0.4,0.9,0.8
S1P2 ag,6,-6,-2,-5,-4
S1P2 blocker,-19,0,2,-24,19
sEH act,x,1,-6,-10,4

6) CCCCCc1nc2sc3c(c2c(=O)n1N)CCC3
7) CCC(C)C(NC(=O)c1ccccc1NC(=O)c1ccc(OC)cc1)C(=O)NCc1ccco1 (centres undefined)
8) Cc1nnc(-c2cnn(-c3ccccc3)c2N)n1Cc1ccccc1
9) N/C(=N\OC(=O)c1cccc(Cl)c1)c1cccnc1
10) CC(=O)Nc1c(C(=O)O)[nH]c2ccccc12
assay / compound,6,7,8,9,10
PostGolgi yeast,x,4,17,-3,4
PostGolgi ctrl,x,5,4,10,6
hDAT+cocaine,0.82,-1.2,-0.68,0.64,-1.5
CYP2C19 inhib,x,76*,-1,37,-8
sEH inhibitor,6,-11,3,-7,5
CYP2C19 act,x,0.2,1,0.6,1.1
S1P2 ag,-8,0,-7,-4,-7
S1P2 blocker,8,6,7,-9,7
sEH act,-6,11,0,5,-6

11) O=C(Nc1scc(-c2ccc(F)cc2)c1C(=O)O)c1ccco1
12) CC1(C)Cc2c(C#N)c(SCC(=O)c3ccccc3)nc(N3CCOCC3)c2CO1
13) CC1CCCC(NC(=O)COC(=O)c2ccc(N(C)C)cc2)C1C (centres undefined)
14) COc1cc(/C=N/NC(=O)c2sc(N)c(C#N)c2C)ccc1O
15) CCCS(=O)(=O)c1c(S(=O)(=O)CCC)c2cnccn2c1C(=O)c1ccc(Cl)cc1
assay / compound,11,12,13,14,15
PostGolgi yeast,-8,-5,4,2,8
PostGolgi ctrl,7,7,15,2,7
hDAT+cocaine,0.96,1.2,-0.4,0.028,0.15
CYP2C19 inhib,9,62*,83*,-18,2
sEH inhibitor,-18,-9,61,10,-24
CYP2C19 act,0.9,0.4,0.2,1.2,1
S1P2 ag,-2,-8,-5,-6,-3
S1P2 blocker,4,21,4,6,-20
sEH act,18,9,-61,-8,21

16) O=C(NC1=NCCS1)c1ccncc1
17) O=C1c2ccccc2C(=O)N1CSc1ncccn1
18) COc1ccc(-c2cc(N)n(CCC#N)n2)c(OC)c1
19) Cc1oc2nc(SCC(=O)NCCCO)nc(N)c2c1C
20) O/N=C(/Cc1ccccn1)c1ccccc1
assay / compound,16,17,18,19,20
PostGolgi yeast,-3,-2,5,3,-5
PostGolgi ctrl,14,-3,15,3,23
hDAT+cocaine,-0.49,-2.9,-0.22,-0.76,-0.81
CYP2C19 inhib,4,61*,12,6,30
sEH inhibitor,x,x,-2,-10,x
CYP2C19 act,1,0.4,0.9,0.9,0.7
S1P2 ag,-10,x,-2,-2,-10
S1P2 blocker,9,x,19,-9,21
sEH act,x,x,3,12,x

21) CCc1nc(N)nc2c1C(=O)CC(C)(C)C2
22) Cc1ccccc1-c1nc(S(=O)(=O)c2ccc(Br)cc2)c(NCc2cccnc2)o1
23) COc1ccccc1CNC(=O)CCCNS(=O)(=O)c1cccc2nsnc12
24) O=C(Oc1ccc(N2C(=O)CCC2=O)cc1)c1ccco1
25) CCNC(=O)Nc1cc2nc(C)n(Cc3ccc(Br)cc3)c2nc1C
assay / compound,21,22,23,24,25
PostGolgi yeast,1,0,5,0,-5
PostGolgi ctrl,13,31*,1,6,25
hDAT+cocaine,-1.5,0.68,-0.75,0.6,7.7e-05
CYP2C19 inhib,-1,82*,8,-12,80*
sEH inhibitor,-6,14,18,8,5
CYP2C19 act,1,0.2,0.9,1.1,0.2
S1P2 ag,-2,-6,5,-7,-7
S1P2 blocker,-44,4,13,-18,8
sEH act,4,-12,-16,-7,-4

26) NC(=O)C1CCN(Cc2nnnn2Cc2ccco2)CC1
27) Cn1c(=O)oc2cc(C(=O)c3ccccc3)ccc21
28) COC(=O)c1sc(N2C(=O)C(O)=C(C(=O)c3ccc(C)o3)C2c2ccc(F)cc2)nc1C (centres undefined)
29) CCOC(=O)N1CCN(C(=O)CSc2nnc(-c3cccc(Cl)c3)o2)CC1
30) Cc1ccc(C(=O)Nc2ccc(S(=O)(=O)NCc3ccco3)cc2)cc1
assay / compound,26,27,28,29,30
PostGolgi yeast,6,8,-4,1,-6
PostGolgi ctrl,5,-3,15,1,-1
hDAT+cocaine,-2.2,-0.13,1.4,0.21,0.63
CYP2C19 inhib,-6,20,25,1,22
sEH inhibitor,x,-10,2,x,12
CYP2C19 act,1.1,0.8,0.7,1,0.8
S1P2 ag,x,-5,-1,x,-3
S1P2 blocker,x,-1,9,x,-14
sEH act,x,10,-3,x,-10

31) c1ccc(-c2oc3ncnc(N4CCOCC4)c3c2-c2ccccc2)cc1
32) CCc1nnc(NC(=O)CSc2nnc(-c3cccnc3)n2CCc2ccccc2)s1
33) COc1cccc(OC)c1C(=O)NCCN1CCN(C(=O)c2c(OC)cccc2OC)CC1
34) CC(NC(=O)NCCCC(=O)O)(C(F)(F)F)C(F)(F)F
35) Fc1ccccc1CSc1ncnc2c1oc1ccccc12
assay / compound,31,32,33,34,35
PostGolgi yeast,0,-9,9,2,4
PostGolgi ctrl,4,15,4,5,6
hDAT+cocaine,-1.7,0.71,-1.4,-0.38,0.82
CYP2C19 inhib,9,22,-6,7,-4
sEH inhibitor,-12,-18,2,8,6
CYP2C19 act,0.9,0.8,1.1,0.9,1
S1P2 ag,-3,-6,-2,-3,-4
S1P2 blocker,-19,-8,2,1,-17
sEH act,12,17,2,-6,-4

The final 4 records of the section above are carried over, then new ones follow:
32) CCc1nnc(NC(=O)CSc2nnc(-c3cccnc3)n2CCc2ccccc2)s1
33) COc1cccc(OC)c1C(=O)NCCN1CCN(C(=O)c2c(OC)cccc2OC)CC1
34) CC(NC(=O)NCCCC(=O)O)(C(F)(F)F)C(F)(F)F
35) Fc1ccccc1CSc1ncnc2c1oc1ccccc12
36) COc1ccc(Cl)cc1C(=O)NCCN(C)C
37) Cn1c(=O)n(C)c2cc(S(=O)(=O)NCc3ccco3)ccc21
38) c1ccc2c(c1)NC(CN1CCOCC1)CO2 (centres undefined)
39) Cc1cccc(CN(C)CCc2ccccn2)c1
40) Nc1sc2c(c1C(=O)NC1CCS(=O)(=O)C1)CCC2 (centres undefined)
assay / compound,32,33,34,35,36,37,38,39,40
PostGolgi yeast,-9,9,2,4,-8,0,4,-1,8
PostGolgi ctrl,15,4,5,6,2,3,-4,-4,7
hDAT+cocaine,0.71,-1.4,-0.38,0.82,x,0.47,0.03,0.94,-0.79
CYP2C19 inhib,22,-6,7,-4,-6,-2,53*,21,5
sEH inhibitor,-18,2,8,6,-2,x,-17,-1,3
CYP2C19 act,0.8,1.1,0.9,1,1.1,1,0.5,0.8,1
S1P2 ag,-6,-2,-3,-4,-6,x,-4,-4,-4
S1P2 blocker,-8,2,1,-17,4,x,14,9,-3
sEH act,17,2,-6,-4,2,x,22,1,-4

41) COc1cc(S(=O)(=O)NC2CCCCC2C)ccc1Cl (centres undefined)
42) COc1ccc(OC)c(S(=O)(=O)N2CCC(C(=O)Nc3cccc(C)c3)CC2)c1
43) CCOc1ccccc1NC(=O)C(=O)/C=C(\O)c1cc(OC)ccc1OC
44) CCn1c(SCC(=O)Nc2ccccc2)nnc1C1CCCCC1
45) COCCNC(=S)NNC(=O)c1ccco1
assay / compound,41,42,43,44,45
PostGolgi yeast,-3,15,8,x,8
PostGolgi ctrl,49*,3,28,x,4
hDAT+cocaine,0.29,1,0.86,-0.32,1.4
CYP2C19 inhib,97*,88*,24,x,-4
sEH inhibitor,4,38,-19,6,3
CYP2C19 act,0,0.1,0.8,x,1
S1P2 ag,-9,-5,0,-4,-4
S1P2 blocker,2,12,2,2,-10
sEH act,-2,-39,14,-1,0

46) COc1ccc2c(c1)C(C)=CC(C)(C)N2C(=O)C(C)N1C(=O)c2ccccc2C1=O (centres undefined)
47) Cc1cc(=O)oc2c(CN3CCC(C)CC3)c(O)c(Cl)cc12
48) OC(c1ccc(Cl)cc1Cl)C(Cc1cccnc1)n1cncn1 (centres undefined)
49) O=C(CN1CCc2[nH]c3ccccc3c2C1)N1CCCCC1
50) O=C(NC(Cc1ccccc1)C(=O)O)c1ccccc1 (centres undefined)
assay / compound,46,47,48,49,50
PostGolgi yeast,9,9,45*,26,3
PostGolgi ctrl,14,4,11,-3,4
hDAT+cocaine,-0.68,-0.69,-0.11,0.13,-0.99
CYP2C19 inhib,x,-5,86*,38,0
sEH inhibitor,8,3,2,x,x
CYP2C19 act,x,1.1,0.1,0.6,1
S1P2 ag,-6,3,-2,-1,x
S1P2 blocker,-17,-13,10,14,x
sEH act,-4,1,-4,x,x

51) CCN(C(=O)Cc1cccs1)c1nnc(-c2cccnc2)s1
52) COc1ccccc1C1SCCN1S(=O)(=O)c1cccc(C(F)(F)F)c1 (centres undefined)
53) O=S(=O)(NCc1ccccc1)c1ccc(S(=O)(=O)N(Cc2cccs2)CC2CCCO2)cc1 (centres undefined)
54) C(=N\N(c1ccccc1)c1ccccc1)/c1ccc2c(c1)OCO2
55) Brc1ccc(-c2nnc(-c3ccccc3)o2)o1
56) COc1ccc(CCC(C)Nc2cccc(C)c2)cc1 (centres undefined)
assay / compound,51,52,53,54,55,56
PostGolgi yeast,-8,-3,8,5,x,5
PostGolgi ctrl,-12,-3,10,7,x,0
hDAT+cocaine,0.52,-0.019,0.12,1.1,-0.035,0.041
CYP2C19 inhib,48,31,1,12,x,47
sEH inhibitor,21,6,4,-9,3,1
CYP2C19 act,0.5,0.7,1,0.9,x,0.5
S1P2 ag,-9,-4,-1,-1,-7,-2
S1P2 blocker,14,-8,-21,24,-21,3
sEH act,-21,-6,-3,7,-2,2

Hits appear at their usual frequency. Share with any hit: about 24%.
